# Granule exo inh: LAMP-1 surface exposure blockers, TALL-104 cells – cell-based, flow cytometry, MLPCN library, primary screen | TALL-104 LAMP-1 surface exposure; cells stimulated with thapsigargin and PMA | AID 651702, 2012 | inhibition, % at 10 µM | 360,000 compounds, 0.66% hits;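 active = inhibition above about 55%, limit read from the data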
# N-glyco inh: increase of ERlucT glycosylation luciferase signal, primary screen, N-linked glycosylation inhibitor project, D54 ERlucT cells, luminescence, set 2; 360,000 compounds, 0.23% hits; reporter increase, % at 12.5 µM; D54 ERlucT glycosylation luciferase reporter, 24 h; percent of 100 nM tunicamycin response;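 active = mean luciferase reporter signal, scaled so untreated is 0 and the glycosylation-blocking control 100, at or above a set limit in every replicate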;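 note: luciferase carries N-glycosylation sites so blocking glycosylation raises the light; 0% = median of neutral control wells and 100% = median of 100 nM tunicamycin wells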
# MC4R ag barr: MC4R agonists recruiting beta-arrestin, primary screen, cell-based, luminescence, agonist arm of biased-ligand search; Melanocortin receptor 4 (Homo sapiens), P32245; U2OS MC4R beta-arrestin complementation; percent of melanotan II response, DMSO zero; activation, % at 8.9 µM; 360,000 compounds, 0.98% hits; AID 540308, 2011;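 active = activation above a per-plate cutoff, the mean activation of sample wells on that plate plus 3 SD, cut at about 8% in these data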
# ABHD5 PLIN5 PPI: ABHD5-PLIN5 interaction inhibitors, primary screen, cell lysate, split luciferase complementation, luminescence; Split G. princeps luciferase complementation, 4 h; AID 602281, 2012; inhibition, % at 4 µM; 360,000 compounds, 0.78% hits;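 active = inhibition above the mean inhibition across every tested compound plus 3 SD, cut at about 22% in these data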;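 note: 0% = DMSO only wells and the 100% control is not disclosed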
# CaV13 FRET inh: Disruptors of the CACNA1D IQ motif to Ca2+-dependent inactivation inhibitor domain association, primary screening, Förster resonance energy transfer in intact living …; HEK cells, CFP/YFP FRET ICDI-IQ, plate reader, 10 min; percent FRET-ratio fall versus neutral wells; inhibition, % at 12.3 µM; 340,000 compounds, 0.098% hits;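 active = mean replicate inhibition of at least 30% and at least 1% of replicates passing that level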;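 note: 0% = median of the neutral control wells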
# H9c2 protect: cardioprotection against H2O2-induced cell death, primary screen, uHTS, H9c2 cells, ATPLite luminescence; AID 588492, 2011; 360,000 compounds, 0.63% hits; protection from H2O2 cell death, % at 20 µM; H9c2 cardiomyocytes, H2O2 injury protection, 2 h;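 active = compounds giving at least 50% protection of heart cells from peroxide-induced death in the single-dose screen, raw or plate-pattern-corrected value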;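 note: 0% = DMSO wells with peroxide and 100% = DMSO wells without peroxide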
# HTR2A ag: mouse Htr2a agonists via beta-arrestin recruitment, primary screen, cell-based, luminescence. 5-hydroxytryptamine receptor 2A (Mus musculus), P35363. CHO-K1 mHTR2A beta-arrestin complementation; percent of 30 µM serotonin response. activation, % at 7.6 µM. 360,000 compounds, 0.66% hits;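 active = activation above a run cutoff, the mean activation of all tested compounds plus 3 SD, cut at about 14% in these data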;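 note: 0% = plate median of compound wells and 100% = 30 µM serotonin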
# PDI inh: inhibitors of human PDI, primary screen, biochemical, turbidity, single point, plate reader; Protein disulfide-isomerase (Homo sapiens), P07237; PDI insulin aggregation turbidity, A650, 90 min; inhibition, % at 10 µM; 350,000 compounds, 0.052% hits; AID 588391, 2011;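 active = mean inhibition across replicates of 30% or more, whatever share of single replicates reach that level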;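 note: absorbance from insulin aggregation driven by PDI reduction with DTT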
# ABCB6 inh MLPCN: ABCB6 transporter inhibitors, primary screen, K562-ABCB6 cells, flow cytometry, MLPCN library | ATP-binding cassette sub-family B member 6 (Homo sapiens), Q9NP58 | K562-ABCB6 porphyrin accumulation, 1 h; hits give low values | fluorescence ratio to DMSO, % at 10 µM | 360,000 compounds, 0.19% hits;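 active = fluorescence ratio to DMSO below 75%, the collection mean minus 3 SD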;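 note: signal is porphyrin accumulated inside mitochondria; 100% equals median channel fluorescence of DMSO control wells; lower ratio means ABCB6 inhibition with less porphyrin fluorescence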
# Target sequence (Q9NP58 whole entry, looked up): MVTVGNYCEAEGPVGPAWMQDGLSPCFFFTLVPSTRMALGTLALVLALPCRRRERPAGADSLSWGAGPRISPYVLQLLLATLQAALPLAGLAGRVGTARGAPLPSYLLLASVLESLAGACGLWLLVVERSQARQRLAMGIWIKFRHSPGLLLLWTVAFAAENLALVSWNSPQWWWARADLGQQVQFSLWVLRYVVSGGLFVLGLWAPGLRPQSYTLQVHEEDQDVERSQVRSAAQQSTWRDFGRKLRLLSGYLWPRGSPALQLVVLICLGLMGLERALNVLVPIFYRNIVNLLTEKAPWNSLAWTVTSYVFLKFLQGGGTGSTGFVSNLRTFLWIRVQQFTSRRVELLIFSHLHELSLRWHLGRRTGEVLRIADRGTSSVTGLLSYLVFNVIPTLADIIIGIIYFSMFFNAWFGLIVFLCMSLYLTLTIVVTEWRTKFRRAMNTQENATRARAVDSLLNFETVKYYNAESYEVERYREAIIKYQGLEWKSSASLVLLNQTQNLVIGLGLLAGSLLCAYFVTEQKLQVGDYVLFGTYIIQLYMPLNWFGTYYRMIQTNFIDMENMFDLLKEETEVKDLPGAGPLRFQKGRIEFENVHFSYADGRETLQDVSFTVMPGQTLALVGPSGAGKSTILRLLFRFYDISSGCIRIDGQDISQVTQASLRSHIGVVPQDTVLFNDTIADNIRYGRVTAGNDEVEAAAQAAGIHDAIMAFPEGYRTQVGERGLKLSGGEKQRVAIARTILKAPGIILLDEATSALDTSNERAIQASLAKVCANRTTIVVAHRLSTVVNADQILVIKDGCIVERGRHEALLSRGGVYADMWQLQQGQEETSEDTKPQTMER
# MC4R antag cAMP: MC4R antagonists of cAMP signaling, primary screen, cell-based, TR-FRET, antagonist arm of biased-ligand search; Melanocortin receptor 4 (Homo sapiens), P32245; MC4R-expressing cells, MTII-stimulated cAMP, LANCE TR-FRET; inhibition, % at 6.5 µM; 360,000 compounds, 0.48% hits; AID 540295, 2011;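 active = inhibition above its plate's cutoff, the mean of tested wells on that plate plus 3 SD, cut at about 29% in these data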;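 note: 0% = Melanotan II alone and 100% = Melanotan II plus saturating MCL0020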
#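 material = U2OS cells stably expressing human melanocortin 4 receptor (MC4R) | also added = Melanotan II challenge | dosing = single nominal compound dose of 6.5 µM | detection = TR-FRET with Eu-cAMP and labeled anti-cAMP, 671 nm | replication = singlicate | timing = compound 30 min, challenge 1 h, detection 1 h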
# * marks the source's active call; other numbers are inactive results; nt = no result given.
SMILES,Granule exo inh,N-glyco inh,MC4R ag barr,ABHD5 PLIN5 PPI,CaV13 FRET inh,H9c2 protect,HTR2A ag,PDI inh,ABCB6 inh MLPCN,MC4R antag cAMP
O=C(COc1ccc2ccccc2c1)N/N=C/C1CC=CCC1 (configuration not stated),-6,1,2.8,3,-10,-1,0,3,96,11
CCN(CC)C(=O)Cn1cc(S(=O)(=O)CC(=O)NCc2ccc3c(c2)OCO3)c2ccccc21,14,-1,2.4,4,-4,3,-2,0,94,14
Cc1sc(NC(=O)c2ccco2)c(C(c2ccccc2)N2CCC(C)CC2)c1C (configuration not stated),4,-4,-2.6,-14,3,-7,-4,1,102,10
Cc1cccc(C)c1NC(=O)NC1(C(=O)NCc2ccncc2)CCCCC1,-8,1,-2.0,0,-3,1,5,-2,94,5
CC(C)c1ccccc1-n1c(SCC(=O)c2ccc3c(c2)NC(=O)CO3)nc2ccccc2c1=O,-14,-9,-1.2,5,-4,-5,4,-2,95,18
O=c1nc2n(c3ncccc13)CCC2,-2,2,-1.3,-2,-9,3,-6,-6,98,-1
CN(Cc1ccc(F)cc1)C(=O)CNC(=O)C1CCCCC1,-2,0,-0.6,0,-3,-5,-1,-6,97,11
C/C(=N\NC(=O)Cc1ccc(F)cc1)c1ccc(O)cc1,0,0,-2.7,-3,-4,-2,-5,1,106,4
Nc1ccc(C23CC4CC(CC(C4)C2)C3)cc1,0,2,1.1,-3,-19,-11,3,-5,94,7
C=CCN(c1ccccc1)S(=O)(=O)c1cccc(C(=O)NCC(c2ccc(OC)cc2)N2CCCCC2)c1 (configuration not stated),3,-10,-1.2,9,-6,7,-11,-4,99,2
Cc1ccc(C(C)NC(=O)Cn2nc(C)c([N+](=O)[O-])c2C)cc1 (configuration not stated),2,7,-2.4,-3,-4,2,5,-7,96,16
Cc1c(C#N)c(N)nc2c3c(sc12)NC(=O)CC3c1ccccc1 (configuration not stated),5,18,1.7,3,-4,50*,10,-4,103,1
Nc1c(N(CCO)C(=O)/C=C/c2ccco2)c(=O)[nH]c(=O)n1Cc1ccccc1,11,1,-1.2,11,-4,2,0,0,97,-1
O=C(CNC(=O)c1ccc2ccccc2c1)NCc1ccccc1F,-2,4,-3.4,-3,nt,-2,-4,-3,96,4
COc1ccc(NS(=O)(=O)c2ccc(-n3cnnn3)cc2)cc1OC,-12,0,1.5,17,-10,-11,14,1,96,29*
Cc1ccc(-c2nnc(N3CCOCC3)c3ccccc23)cc1S(=O)(=O)NCc1cccnc1,-1,-4,-2.8,-3,-5,40,-3,-3,101,14
CCc1ccccc1NC(=O)COC(=O)c1c(C)nsc1NC,-5,2,-4.7,0,-2,-14,5,3,91,6
O=C(O)CSc1nnc(-c2ccc(Cl)cc2Cl)n1-c1ccc(Br)cc1,-3,0,1.3,-4,-2,-2,3,-6,101,22
Cc1c(C(=O)Nc2ccc(S(=O)(=O)N3CCOCC3)cc2)cccc1[N+](=O)[O-],0,13,-2.5,1,-2,-2,19*,15,97,3
NNC(=O)c1cc(-c2ccco2)[nH]n1,-6,2,0.5,-4,-6,-6,-2,-8,98,15

# Brought forward from above: two compounds, then new ones.
SMILES,Granule exo inh,N-glyco inh,MC4R ag barr,ABHD5 PLIN5 PPI,CaV13 FRET inh,H9c2 protect,HTR2A ag,PDI inh,ABCB6 inh MLPCN,MC4R antag cAMP
Cc1c(C(=O)Nc2ccc(S(=O)(=O)N3CCOCC3)cc2)cccc1[N+](=O)[O-],0,13,-2.5,1,-2,-2,19*,15,97,3
NNC(=O)c1cc(-c2ccco2)[nH]n1,-6,2,0.5,-4,-6,-6,-2,-8,98,15
CCC(=O)Nc1ccc(/C(C)=N\NS(=O)(=O)c2ccc(C)cc2)cc1,-2,9,-1.9,4,-2,-8,-3,1,98,7
Cc1cccc(C(=O)N/N=C/c2cc(Br)c(Br)o2)c1,-2,1,-0.9,3,-3,0,-3,-3,82,-13
CSc1nnnn1CCn1nnnc1SC,2,1,2.2,5,-3,7,2,0,97,-2
O=C(NCCCNC(=O)c1ccc(F)cc1)c1ccc(F)cc1,-13,0,-1.8,-2,-2,-2,-5,7,98,-7
CCC(C)NC(=O)CC(NS(=O)(=O)c1ccc(NC(C)=O)cc1)C(C)C (configuration not stated),-2,0,-1.0,-4,2,9,-4,-2,99,0
Cc1ccc(S(=O)(=O)N2CCOCC2)cc1C(=O)Nc1ccc(C(N)=O)cc1,-4,1,0.0,6,-5,-1,10,-2,101,15
COc1ccc(/C=C/C2=Nc3ccccc3NC(C)(C)C2)cc1OC,13,2,0.0,5,-3,-5,-1,5,98,6
CCCCOC(=O)/C=C\C(=O)NC(N)=O,26,6,-1.7,51*,-2,-12,-1,-9,100,5
Cc1ccc(S(=O)(=O)Nc2cc(=O)[nH]c(SCC(=O)Nc3ccccc3Cl)n2)cc1,1,-2,0.5,2,-4,-26,0,5,92,12
COC(=O)c1nc(NC(=O)c2ccc(C(C)(C)C)cc2)n[nH]1,-1,0,4.6,81*,2,0,7,3,101,-7
C/C(=C\C(=S)Nc1ccccc1)Nc1ccc2ccccc2c1,1,4,-1.7,-36,-2,-8,-4,3,99,0
Nc1nc(-c2ccccc2)c(N=Nc2cccc3ccccc23)s1,5,0,-4.8,23*,-4,-6,-9,-1,96,3
O=C(NC1CCCC1)c1cc(-c2ccccc2O)on1,2,-4,0.9,13,-2,-9,-5,9,177,0
Cn1c(Nc2cccc(Cl)c2)nc2ccccc21,-3,4,1.5,-11,-2,-12,-4,0,104,13
O=C1NC[C@H](Cc2ccc(O)cc2)N(C[C@@H]2CCCN2C[C@H](Cc2ccccc2)N2C[C@H](Cc3ccccc3)N(CC3CCCCCC3)C(=O)C2=O)C1=O,3,nt,nt,8,-6,nt,-4,nt,97,nt
CCOc1ccccc1C(=O)N1CCOCC1,-1,3,2.3,7,-5,11,-2,-42,89,-3
C=CCN=C1S/C(=C/c2ccc([N+](=O)[O-])cc2)C(=O)N1CC=C,15,-1,6.7,0,-4,2,1,-7,99,3
CCOn1c(=O)c(-c2cccs2)[n+]([O-])c2ccccc21,-2,3,-1.4,1,nt,35,-7,-17,95,-4
CCN(CC)C(=O)COc1coc(CN2CCN(c3cccc(Cl)c3)CC2)cc1=O,-3,1,-2.1,8,-13,-2,3,-2,101,-4
Cc1nc(Cc2nnc(SCC(=O)N3CCN(c4ccc(F)cc4)CC3)o2)cs1,-2,2,-3.1,5,-4,0,-9,-14,96,10
CCCCCCCCC1CC(C(=O)Nc2ccccc2)C(=O)O1 (configuration not stated),-1,1,2.3,-1,-5,-12,2,11,111,-1
O=C(NCc1ccc(F)cc1)C1CCCN(S(=O)(=O)c2cccc3nsnc23)C1 (configuration not stated),-1,1,-1.1,5,nt,-2,1,10,104,0
COC(=O)c1ccccc1NC(=O)CSc1n[nH]c(CC(C)C)n1,-1,-1,1.4,-17,-1,-6,-1,-3,87,11
CC(C)n1nc(C(=O)NNC(=O)c2ccncc2)c2ccccc2c1=O,-2,1,1.7,-4,nt,5,6,4,97,1
O=[N+]([O-])c1ccc(C[n+]2cc(-c3ccc(Cl)c(Cl)c3)n3c2CCCCC3)cc1,11,3,1.5,-3,-5,0,5,-8,95,1
CC(C)n1c(=O)c2ccccc2n1Cc1cn(C2CCCC2)nn1,4,1,nt,-4,-7,2,-1,nt,92,nt
CCN1C(=NCc2ccccc2)N[C@@H](c2ccccc2)[C@H](C(=O)OC)[C@H]1C,-3,1,-1.5,-3,-4,9,6,0,103,8
Nc1ncnc2c1ncn2[C@@H]1O[C@H](C(=O)N2CCCN(Cc3ccccc3F)CC2)[C@@H](O)[C@H]1O,13,-1,nt,0,-6,-1,2,nt,95,nt
CC(C)N(C(C)C)S(=O)(=O)c1ccc(Cl)nc1,1,0,-1.8,-3,-7,0,1,5,95,-1
Cc1ccc(Nc2nc(C)cc(C)c2C(N)=O)cc1,0,4,2.1,-1,-5,9,-4,3,95,4
CCOC(=O)N/N=C/c1c(C)nn(-c2ccccc2Cl)c1Cl,-3,-3,-3.6,1,-5,-11,-1,-4,88,-27
COc1ccc(NCC(=O)Nc2ccccc2C#N)cc1Cl,3,0,-3.1,-3,-4,-2,2,2,100,15
O=S(=O)(Nc1ccncc1)c1cc(Cl)ccc1Cl,-1,-1,-1.2,-2,-3,5,3,6,104,2
COC(=O)C1CCN(C(=O)COC(=O)c2ccc3[nH]c4c(c3c2)CCCC4)CC1,0,2,-0.7,1,-5,-9,3,1,96,12
CCn1c(SCC(=O)NCC2CCCO2)nc2c(c1=O)SCC2 (configuration not stated),1,0,-1.3,1,nt,-5,7,0,103,4
O=C(COC(=O)/C=C/c1ccc(OC(F)F)cc1)Nc1ccc(S(=O)(=O)N2CCCC2)cc1,-1,0,-1.1,-13,-16,-4,-2,-6,99,4
C[C@@]12C(=O)N(c3ccc(Br)cc3)C(=O)N1[C@@H]1c3ccccc3OC[C@@H]1[C@H]2c1ccccc1,-11,-7,1.8,-4,-11,13,-4,-1,90,10
O=C(NCCc1ccccc1)/C(=C/c1ccco1)c1ccccc1,8,-4,-0.1,2,-3,3,-2,-11,104,0
CCC(Oc1cc(Cl)ccc1Cl)C(=O)NN1C(=O)C2C3CCC(C3=C(C)C)C2C1=O (configuration not stated),0,-6,9.9*,-17,-5,-11,-2,-2,80,4
O=C(CCN1C(=O)c2ccc([N+](=O)[O-])cc2C1=O)Nc1ccc(O)cc1C(=O)O,-5,2,-0.6,-4,-5,12,3,5,101,-7
CCN(CC(=O)Nc1cc(Cl)ccc1C)C(=O)c1ccc2c(=O)n3c(nc2c1)CCC3,-4,0,-0.3,-6,-5,-3,-2,-3,96,1
O=C1c2cc(F)ccc2OC2(CCNCC2)C12CC(c1ccccc1)=NO2 (configuration not stated),-3,1,-1.2,10,-10,9,0,-2,95,7
O=C(NC1CCCCC1)C(c1ccncc1)N(Cc1ccccc1)C(=O)c1ccc(-c2ccccc2)[nH]1 (configuration not stated),3,2,0.1,18,-4,12,-2,-8,91,5
CSc1nc(N)n2nc(-c3ccccc3)cc2n1,0,-3,-1.3,1,-2,-9,-2,5,97,11
c1ccc2c(-c3[nH]ncc3CNCCCn3ncc4ccccc43)cccc2c1,2,-2,0.5,3,-4,-16,-2,-10,102,-2

# From PubChem

# The order is random; 4.2% or so of the library scored in one or more.
